CHO-K1 Ca antag: counter-screen for M1 antagonists: effect in parental CHO-K1 cells. ATP-induced calcium, Fluo-8 fluorescence. inhibition, % at 3 µM. 0.6% of 360,000 active. AID 602250;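 active = inhibition above a per-plate cutoff, the plate's mean sample inhibition plus 3 SD, cut at about 24% in these data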;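 note: 0% = DMSO plus EC80 ATP and 100% = DMSO alone without ATP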
CHO parental Ca: counter-screen: ATP calcium response change in parental CHO cells; parental CHO-K1, ATP-induced calcium, Fluo-8 fluorescence; inhibition, % at 5.6 µM; 0.63% of 330,000 active; AID 463079;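 active = inhibition above that plate's mean sample inhibition plus 3 SD, cut at about 26% in these data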;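 note: 0% = ATP-challenged DMSO wells and 100% = DMSO wells without ATP; some compounds past the cut are filed as inactive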
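Test system: parental CHO cells; detection: calcium-sensitive Fluo-8 fluorescence; evaluation: percent inhibition of calcium signal; also added: ATP as calcium-mobilizing challenge; repeats: one well per compound; control set: ATP-challenged DMSO wells low, unchallenged DMSO wells high; compound: single nominal dose of 5.6 µM per compound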
CHRM1 agonist: human M1 muscarinic receptor agonism; activation, % at 3 µM; CHO-K1 hM1, Fluo-8 calcium fluorescence, agonist mode; 0% DMSO, 100% acetylcholine EC100; 0.33% of 360,000 active;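 active = activation above the run's mean compound activation plus 3 SD, cut at about 16% in these data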;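 note: peak over basal fluorescence ratio within a 140 s kinetic read after compound addition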
Target sequence (P11229 whole entry, looked up): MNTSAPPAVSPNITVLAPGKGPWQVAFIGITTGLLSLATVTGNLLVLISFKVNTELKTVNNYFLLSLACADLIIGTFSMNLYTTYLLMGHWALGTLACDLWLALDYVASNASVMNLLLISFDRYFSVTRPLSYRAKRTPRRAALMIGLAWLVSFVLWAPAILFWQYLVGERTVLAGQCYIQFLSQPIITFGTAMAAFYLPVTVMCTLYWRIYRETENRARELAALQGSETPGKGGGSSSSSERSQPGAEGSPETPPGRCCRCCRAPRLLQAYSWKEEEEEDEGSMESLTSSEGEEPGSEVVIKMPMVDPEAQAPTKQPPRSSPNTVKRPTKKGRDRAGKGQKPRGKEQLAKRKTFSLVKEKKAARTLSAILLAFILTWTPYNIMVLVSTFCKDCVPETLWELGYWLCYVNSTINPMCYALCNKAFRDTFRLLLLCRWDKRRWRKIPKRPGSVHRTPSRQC
CHO-K1 Ca ag: nonselective activator or artifact in parental CHO-K1 cells; AID 602248; Fluo-8 calcium fluorescence; scaled to maximal ATP response, vehicle zero; activation, % at 3 µM; 0.48% of 360,000 active; in the data active = activation above about 15%;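 note: untransfected CHO-K1 host cells lacking M1 receptor as counterscreen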
CHRM1 antagonist: antagonists of human M1 muscarinic receptor; P11229; CHO-K1 hM1, Fluo-8 calcium fluorescence, ACh EC80 antagonist; 1.3% of 360,000 active; inhibition, % at 3 µM; AID 588852;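 active = percent inhibition above its own plate's cutoff, namely the mean of that plate's compound wells plus 3 SD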;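 note: peak over basal fluorescence ratio during 140 s after agonist addition; 0% = ACh EC80 plus DMSO and 100% = DMSO alone without agonist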
TAAR1 antagonist: human TAAR1 antagonism; AID 624466; CHO RD-HGA16 TAAR1, Fluo-8 calcium fluorescence, antagonist; inhibition, % at 3 µM; 1.5% of 360,000 active; Q96RJ0;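 active = inhibition above a per-plate cutoff, the mean inhibition of test compounds on that plate plus 3 SD, cut at about 49% in these data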;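 note: 0% = DMSO plus EC80 beta-PEA response and 100% = DMSO alone without agonist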
Target sequence (Q96RJ0 whole entry, looked up): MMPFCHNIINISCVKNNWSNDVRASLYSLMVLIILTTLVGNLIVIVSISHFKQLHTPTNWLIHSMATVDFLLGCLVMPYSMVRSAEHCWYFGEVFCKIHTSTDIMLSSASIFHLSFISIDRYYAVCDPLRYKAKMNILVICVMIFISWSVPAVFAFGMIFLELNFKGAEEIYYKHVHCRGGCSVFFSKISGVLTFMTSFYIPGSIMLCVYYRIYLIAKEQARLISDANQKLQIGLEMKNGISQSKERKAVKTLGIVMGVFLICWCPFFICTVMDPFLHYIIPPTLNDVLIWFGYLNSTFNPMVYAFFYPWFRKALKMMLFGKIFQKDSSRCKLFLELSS
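System: RD-HGA16 CHO cells with stable hTAAR1 and Gα16 | Probe or stimulus: EC80 β-phenethylamine stimulus | Dosing: 3 µM, single point | Times: Dye loading 75 min at 37 °C, then 30 min room temperature | Measured by: Fluo-8 calcium-sensitive fluorescence | Read-out basis: % inhibition of agonist calcium response | Replicates: n of 1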
CHO-K1 Ca PAM: nonselective activator or artifact in parental CHO-K1 calcium assay; activation, % at 3 µM; ATP EC20, Fluo-8 calcium fluorescence; 0% at ATP EC20, 100% at ATP max; 0.02% of 360,000 active; AID 602247;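 active = activation above the run cutoff, the mean activation of all test compounds plus 3 SD, cut at about 40% in these data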;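 note: peak over basal fluorescence ratio in a 140 s read after ATP addition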
OXTR potentiate: human OXTR potentiation | P30559 | CHO-OTR cells, Fluo-8 calcium fluorescence, potentiator mode; 0% = oxytocin EC15, 100% = EC100 | activation, % at 3 µM | 0.061% of 320,000 active | AID 2445;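 active = activation above that plate's cutoff, the mean activation of tested compounds plus 3 SD, cut at about 6.6% in these data, passing the limit was not always enough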;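 note: 100% uses oxytocin at 75 nM as the full agonist control; some results filed as inactive read as strong as hits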
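Assay system: CHO cell line stably expressing human OTR. Reagent: EC15 oxytocin agonist. Dosing: single dose, 3.0 µM nominal final compound concentration. Timing: compound 6 min at room temperature before oxytocin, 100 s read. Signal: kinetic Fluo-8 calcium fluorescence. Controls: oxytocin EC15 low and EC100 high.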
TAAR1 agonist: agonists of human TAAR1; CHO RD-HGA16 TAAR1, Fluo-8 calcium fluorescence; vehicle wells 0%, saturating PEA agonist 100%; activation, % at 3 µM; 0.99% of 360,000 active;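 active = activation above the mean activation of all test compounds in the run plus 3 SD, cut at about 38% in these data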
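Assay system – CHO-derived RD-HGA16 cells with stable Gα16 and human TAAR1 · Compound dosing – one-point dosing at 3 µM (nominal) · Incubation – 17-24 h seeding, 75 min 37 °C dye, 30 min RT · Measured by – kinetic Fluo-8 calcium fluorescence · Control set – DMSO vehicle as 0%, PEA at EC100 as 100% · Repeats – single well for each compound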
Starred values were filed as active, the others as inactive; / = not tested or not shown.

Order of values – CHRM1 antagonist, TAAR1 antagonist, CHO-K1 Ca PAM, CHO-K1 Ca antag, CHRM1 agonist, TAAR1 agonist, CHO-K1 Ca ag, OXTR potentiate, CHO parental Ca
> O=C(CCN1C(=O)c2ccccc2S1(=O)=O)Nc1ccc(F)c(F)c1F
→ -14, -7, -16, 2, 1, 15, 0.3, -3, -7
> O=C1CCCCC1Nc1ccc(Br)cc1 (stereo not drawn)
→ -16, 2, -3, -7, -6, -1, -0.2, /, /
> CCOc1ccc(CCNC(=O)c2cccc(S(=O)(=O)N3CC(C)OC(C)C3)c2)cc1OCC (stereo not drawn)
→ -17, -26, 2, 1, -3, 2, 0.6, -8, -21
> COc1ccc(Cl)c2sc(N(CCN(C)C)C(=O)c3ccc4c(c3)OCCO4)nc12
→ -15, -7, 13, -2, -2, 4, 2.3, -4, -13
> Cc1occc1C(=O)Nc1c(Cl)cccc1Cl
→ -13, -9, 7, 2, -5, -1, 1.3, -6, -6
> Cn1c(Cn2cnc([N+](=O)[O-])n2)nnc1SCC(=O)Nc1ccc(Br)cc1
→ -3, -2, 7, -16, -9, 6, 0.3, -1, -7
> COc1cccc(-c2cnc(C(O)c3ccc(Cl)c(Cl)c3)[nH]2)c1 (stereo not drawn)
→ 1, 18, 5, 2, 3, 7, 3.9, /, /
> N#CCSc1nnc(-c2ccccc2O)n1CCc1ccccc1
→ 0, -25, 19, -14, -4, 4, 0.4, -6, -4
> O=C(CNC(=O)c1ccncc1)N/N=C/c1cc(Br)ccc1O
→ -10, 6, 8, 3, -4, 7, -0.1, -4, 2
> CC(c1ccco1)N(C(=O)c1ccccc1NS(=O)(=O)c1ccc(Cl)c([N+](=O)[O-])c1)c1ccccn1 (stereo not drawn)
→ 5, 27, 11, -2, -3, 3, 9.4, -12, 18
> CC(NC(=O)COC(=O)c1ccc2c(c1)S(=O)(=O)N=C1CCCCCN12)C12CC3CC(CC(C3)C1)C2 (stereo not drawn)
→ -5, 2, 23, -7, -8, 1, 0.9, -7, -15
> Cc1cc(C)n2nc(C(=O)OCC(=O)N(CCC#N)c3ccc(F)cc3)nc2n1
→ -14, -19, 15, -9, -3, 1, 0.9, 2, 0
> COc1ccc(NC(=O)C2=Cc3cccc(OC)c3OC2)cc1
→ -4, -5, 7, -10, -12, 1, 1.9, -4, -20
> COc1cccc(CNC(=O)C2=Cc3cccc(OC)c3OC2)c1
→ 2, -2, 0, -5, -11, 2, 1.0, -5, -14
> CC(C)OC(=O)CCCN1C(=O)c2ccc(N)cc2C1=O
→ -18, -8, -5, 8, -2, 5, 0.5, -3, -13
> CC(C)C(OC(=O)c1nsc(Cl)c1Cl)C(=O)NC1CCCCC1 (stereo not drawn)
→ 14, 23, 9, -7, -11, 1, -0.2, -2, -20
> CN(CC(=O)Nc1ccccc1C(=O)Nc1ccccc1)C1CCCCC1
→ -7, 12, 15, -17, -4, -2, 1.1, 9, -15
> N=c1n(Cc2ccccc2Cl)c2ccccc2n1CC(O)c1ccco1 (stereo not drawn)
→ 0, -13, -7, -8, -5, 1, -0.3, 5, -16
> COC(=O)C1C(=O)/C(=C/N(C)C)C(=O)CC1(C)C (stereo not drawn)
→ -1, 13, 19, 0, -3, 1, 0.9, -4, -11
> Cc1ccc(C)c(S(=O)(=O)N2CCN(CC(=O)Nc3cc(C)on3)CC2)c1
→ -3, 12, -5, 7, -3, 1, 1.2, -14, -11
> CCOC(=O)C(C)Sc1ncc(OC)c(=O)[nH]1 (stereo not drawn)
→ -11, -9, -3, -7, -3, 22, 0.1, -2, -2
> Cc1ccc(-n2nnnc2SCC(=O)Nc2ccccc2N2CCCCC2)cc1C
→ -3, 1, 4, 12, -3, 6, 0.9, -9, -27
> COc1ccc(C(=O)N2CCCC(N3CCN(c4ccccc4F)CC3)C2)c(OC)n1 (stereo not drawn)
→ 10, 8, 14, 2, -2, 1, 0.2, -5, -11
> O=C(Nc1cnn(Cc2ccccc2)c1)c1nc2ncccn2n1
→ 4, 0, 19, -8, -2, 0, 0.3, -8, -10
> COc1ccc(S(=O)(=O)n2nc(C)cc2C)cc1OC
→ -8, -7, 12, 2, -2, 4, 6.4, -8, 0
> Clc1ccc(OCCN2CCCCC2)c(Cl)c1
→ 6, 8, 17, -6, -9, 6, 1.6, -7, -12
> CC(=O)N1CCc2cc(S(=O)(=O)NC(CC(C)C)C(=O)Nc3cc(C(=O)O)ccc3C)ccc21 (stereo not drawn)
→ -13, 3, 1, -5, -3, 4, 0.1, -8, -7
> CCC(=O)Nc1c(-c2ccc(OC)cc2)c(=O)c2ccccc2n1C
→ -11, -11, 19, -13, -1, 16, 0.1, 1, -4
> O=C(CCc1ccc(O)cc1)N/N=C/c1coc2ccccc2c1=O
→ -6, -20, -7, -4, -3, 1, -0.2, -6, -13
> Cc1noc(C)c1C(=O)OC(C)C(=O)N(C)c1ccccc1 (stereo not drawn)
→ -9, 8, 4, -7, 2, 17, -0.7, -3, -5
> CC(C)CC(=O)N1CCC(O)(CS(=O)(=O)c2ccc(Cl)c(Cl)c2)CC1
→ 1, -2, -12, -8, -8, 1, 0.6, 4, -18
> O=C(Nc1ccc(Cl)c(Cl)c1)OCc1cncs1
→ 10, 20, 8, 5, -3, 7, 6.2, -16, -5
> CN(CC(CC(=O)O)c1ccccc1)S(=O)(=O)c1ccc(Br)cc1 (stereo not drawn)
→ 2, -10, 1, 2, -3, 1, 0.2, -7, -4
> CC1Cc2ccccc2N1C(=O)c1cc2sccc2n1Cc1ccccc1 (stereo not drawn)
→ -3, 7, 5, -10, -6, 11, 0.2, -12, -12
> c1ccc2c(c1)CN1CCCC1=N2
→ -10, -12, -16, -6, -2, 1, 0.4, 1, -10
> COc1cc(CN2CCNC(=O)C2CC(=O)NCCCC2CCCC2)cc(OC)c1 (stereo not drawn)
→ -7, -22, 7, -6, 1, 7, -0.1, -5, -24
> Cc1ccc(Nc2nnc(SCn3nnc4ccccc4c3=O)s2)cc1
→ -24, 28, 15, -7, -5, 8, 2.3, -17, -34
> COc1cccc(C2=NOC(C(=O)Nc3ccc4c(c3)OCO4)C2)c1 (stereo not drawn)
→ -1, -14, -1, 3, -6, 6, 0.8, -4, -8
> CC(C)=CCCC(C)N(C=O)C(C)CCC=C(C)C (stereo not drawn)
→ -5, -25, 12, -7, -5, 0, 0.0, -7, -5
> Clc1ccc(Br)cc1-c1nc(-c2ccncc2)no1
→ 2, -8, -3, -5, -2, 7, 0.0, 0, -7

Compound profiles, as listed above. Order of values: CHRM1 antagonist, TAAR1 antagonist, CHO-K1 Ca PAM, CHO-K1 Ca antag, CHRM1 agonist, TAAR1 agonist, CHO-K1 Ca ag, OXTR potentiate, CHO parental Ca
CCOC(=O)C(C)Sc1ncc(OC)c(=O)[nH]1 (stereo not drawn) across the screens: -11, -9, -3, -7, -3, 22, 0.1, -2, -2
O=C(CCc1ccc(O)cc1)N/N=C/c1coc2ccccc2c1=O across the screens: -6, -20, -7, -4, -3, 1, -0.2, -6, -13
COc1cc(CN2CCNC(=O)C2CC(=O)NCCCC2CCCC2)cc(OC)c1 (stereo not drawn) across the screens: -7, -22, 7, -6, 1, 7, -0.1, -5, -24

The listing continues:
Order of values – CHRM1 antagonist, TAAR1 antagonist, CHO-K1 Ca PAM, CHO-K1 Ca antag, CHRM1 agonist, TAAR1 agonist, CHO-K1 Ca ag, OXTR potentiate, CHO parental Ca
> O=C1CC(C(=O)N2CCN(c3ccccn3)CC2)CN1Cc1ccccc1Cl (stereo not drawn)
→ -6, -15, 19, 4, -6, 0, 0.2, 2, -11
> CC(C)OCCCNC(=O)c1sc(=S)n(C)c1N
→ -5, -3, 5, -2, 4, 11, 0.5, -14, -1
> Nc1ccc(C(=O)N/N=C/c2cn(Cc3ccc(F)cc3)c3ccccc23)cc1
→ -14, -18, 17, -6, -2, 2, 2.6, /, /
> Cc1ccc(N2CCN(Cc3ccccc3)CC2=O)c(C)c1
→ -6, -11, 12, 1, -1, 2, 0.8, -14, -8
> CCCCCCn1c(NCC)nc2c1c(=O)[nH]c(=O)n2C
→ -8, 22, 11, -8, -1, 9, 0.5, -3, -12
> COc1ccccc1NS(=O)(=O)c1cccc(C(=O)NN=C2CCCCCC2)c1
→ 1, 1, 15, -6, -5, 1, 1.5, -4, -13
> O=C(Nc1ccc(N2CCN(Cc3ccccc3F)CC2)cc1)c1ccccc1[N+](=O)[O-]
→ 3, -6, 20, -22, -5, 5, 2.9, -3, 7
> CCOC(=O)C1C(=O)CC(C)(O)C(C(=O)OCC)C1c1cc(Br)ccc1OC (stereo not drawn)
→ 2, -6, 13, 5, -4, 6, 0.6, 4, -20
> O=C(O)CCC(=O)NNC(=O)COc1ccc2ccccc2c1Br
→ 3, 3, -8, 7, -7, 9, 0.9, -5, -16
> Cn1c(=O)oc2cc(S(=O)(=O)NCc3ccccn3)ccc21
→ -12, -19, 30, -9, -7, 1, 0.6, 0, -6
> Cc1oc(-c2ccc(Cl)cc2)nc1CSCC(=O)NCCCN1CCOCC1
→ 4, -8, 8, 1, -6, 0, -0.5, -4, -17
> O=c1c2[nH]c3ccc(F)cc3c2ncn1C1CCCCC1
→ 1, -4, 9, -2, -1, 9, 0.0, -9, -17

2 entries drawn at random from those above:
Order of values – CHRM1 antagonist, TAAR1 antagonist, CHO-K1 Ca PAM, CHO-K1 Ca antag, CHRM1 agonist, TAAR1 agonist, CHO-K1 Ca ag, OXTR potentiate, CHO parental Ca
> CC(C)OCCCNC(=O)c1sc(=S)n(C)c1N
→ -5, -3, 5, -2, 4, 11, 0.5, -14, -1
> O=c1c2[nH]c3ccc(F)cc3c2ncn1C1CCCCC1
→ 1, -4, 9, -2, -1, 9, 0.0, -9, -17
